High-throughput results deposited in PubChem BioAssay by National Center for Advancing Translational Sciences (NCATS).
Tb PYK inh: blocks Trypanosoma brucei pyruvate kinase. TbPYK enzyme, Kinase-Glo Plus ATP luminescence, 45 min. Potency, µM (series often up to 76.8 µM), inactives show at the highest dose activity, negative = inhibition, hits mostly inhibitors. 410,000 compounds, 0.12% hits; further: nearly all actives have a fitted effect of over 50% in size
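Glycolytic pyruvate kinase of T. brucei was incubated with substrate, test compound and 130 uM ADP for 45 minutes at room temperature. Luminescent Kinase-Glo Plus signal was measured after 10 minutes.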
HCV inh: HCV inhibition; Huh7.5.1 HCVcc-Cre infection, luciferase reporter, 44 h; Potency, µM (titrated, usually from 41.8 µM), without a hit: at the top dose activity change, negative = inhibition, usual class: inhibitors; 340,000 compounds, 3.4% hits; AID 651820
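Luciferase read-out (15 sec integration) after a 15 min room-temperature substrate step quantifies HCVcc-Cre infection. Cells, 1,000 per well, had compound added 4 h post-plating, then virus at ~0.5 moi, and were cultured 44 h.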
* hit, by the source's call; ? = inconclusive; [ ] = another dose, or the depositor's remark. The call rests on the fitted dose curve; in most records, active means well fitted curve in the direction sought with a large enough effect; inconclusive means small, poorly fitted or top-dose-only effect, or another doubt; inactive means no such curve, though single readings can be large; an effect the other way counts as inactive or inconclusive. On the % scale 0 is the no-effect control and ±100 the full control effect; potency means the concentration at half of the fitted maximal effect.

SMILES | Tb PYK inh | HCV inh
CCOC(=O)[C@H]1[C@H]2COc3ccc(C)cc3[C@@H]2N2C(=O)c3cc(C)ccc3NC(=O)[C@@]12C | 1% | -22%
Cc1cccnc1Oc1ncccc1N | 3% | 14%
CCN(c1ccccc1)S(=O)(=O)c1ccc(Oc2ccccc2C(C)=O)nc1 | -6% | ?
c1coc(C2=NC(c3ccco3)C(c3ccco3)N2)c1 (stereo unspecified) | 5% | 4%
CC1C(c2ccccc2)OC(=O)N1C (stereo unspecified) | 2% | 5%
O=C1NC(=O)C(=Cc2c(Cl)cccc2Cl)C(=O)N1 | ? | 35%[activator]
O=C(NNC(=O)c1ccc2ccccc2c1)c1cccc(Br)c1 | 4% | 1%
O=C1CC(c2ccccc2)Oc2ccc(Cl)cc21 (stereo unspecified) | -6% | 20%
O=C1CCn2c1c(O)c1ccccc1c2=O | -1% | 8%
Cn1c(=O)c2ncn(C)c2n(C)c1=O | 0% | -1%
COCCN(C(=O)c1cc(CN2C(=O)c3ccccc3C2=O)ccc1OC)c1c(N)n(CC(C)C)c(=O)[nH]c1=O | -7% | 14%
CCN(C(=O)COC(=O)/C=C/c1ccc(OC)c(OC)c1)c1c(N)n(Cc2ccccc2)c(=O)[nH]c1=O | -10% | -9%
N#CC1(NC(=O)CSc2nnc3n2CCCCC3)CCCCC1 | 0% | 5%
CCN1C(=O)C(=O)N(CC(=O)N(C)CC(=O)Nc2ccccc2C(F)(F)F)C1=O | -3% | 14%
COc1ccc(NS(=O)(=O)c2cc([N+](=O)[O-])ccc2N/N=C/c2c(C)[nH]c3ccccc23)cc1 | -4% | 11µM*
CCCCSc1nc2c([nH]1)c(=S)n(C)c(=O)n2C | -9% | -2%
C[C@H](CO)N1C[C@H](C)[C@@H](CN(C)CC2CC2)Oc2c(NC(=O)Cc3ccccc3)cccc2C1=O | -1% | 3.2µM*
COC1=CC(=O)C(O)=C(CCCCCCC/C=C/CCCCCCCC2=C(O)C(=O)C=C(OC)C2=O)C1=O | -11% | 10%
CCOc1ccc(/C=N/OCC(=O)Nc2cc(S(=O)(=O)N3CCOCC3)ccc2OC)cc1 | 4% | -7%
CC(C)n1c(SCC(=O)Nc2nc3ccccc3s2)nc2c1c(=O)n(C)c(=O)n2C | -4% | ?
CCOc1cc(C(=O)NCCCNC(=O)c2cc(OCC)c(OCC)c(OCC)c2)cc(OCC)c1OCC | -8% | ?
O=C(CNC(=O)c1ccc(C(F)(F)F)cc1)NC1CC1 | 2% | 7%
CCCCn1c(N)c(N(CCC(C)C)C(=O)CSc2nc3ccccc3n2C)c(=O)[nH]c1=O | -14% | 10µM*
Cc1ccc(NC(=O)c2cc(S(=O)(=O)N3CCOCC3)ccc2Cl)cc1S(=O)(=O)N1CCOCC1 | 2% | -4%
O=c1[nH]c(=O)n(CCCc2ccccc2)cc1-c1ccccc1 | 3% | 2%
(continued)
SMILES | Tb PYK inh | HCV inh
Cc1csc(NC(C)c2nc3cc(C(F)(F)F)ccc3n2CCCO)n1 (stereo unspecified) | -5% | ?
C[C@H]1CN(S(=O)(=O)C(C)(C)C)[C@H](CCO)/C1=C\c1ccccc1 | -2% | -25%
NC(=S)NN=C1Cc2cccc3cccc1c23 | 1% | ?
COc1ccc(OC)c(N(CC(=O)Nc2cccc3ccccc23)S(C)(=O)=O)c1 | -17% | 0%
CCN(CC)c1nc(NNC(=O)c2ccccc2)nc(N(CC)CC)n1 | 2% | -20%
CC(=O)N1C[C@H]2CON(C)[C@H]2C[C@H]1c1ccccc1Br | -3% | 11%[8.37 µM]
Cc1cccc(NC(=O)C2CCCN(S(=O)(=O)c3c(C)nn(C)c3C)C2)c1 (stereo unspecified) | 0% | -10%
CN(CCc1ccccc1)C(=O)c1cccc(NC(=O)Cc2ccc([N+](=O)[O-])cc2)c1 | -6% | ?
O=c1cc(-c2ccccc2)ss1 | -28% | -1%
CNS(=O)(=O)c1cccc(C(=O)OCC(=O)c2ccc3[nH]c(=O)[nH]c3c2)c1 | 3% | 9%
CN(Cc1ccccc1)C(=O)COC(=O)CN1C(=O)c2ccccc2C1=O | 1% | 10%
O=C(c1cncc(Br)c1)N1CCN(S(=O)(=O)c2ccc3ccccc3c2)CC1 | 3% | -1%
CCCn1c(SCC(=O)N2CC(=O)Nc3ccccc32)n[nH]c1=O | -12% | -3%
CCN(CC)S(=O)(=O)c1cc(NS(=O)(=O)c2cccs2)ccc1C | 0% | ?
Cc1ccc(S(=O)(=O)N(CC(=O)NCCSCc2ccco2)c2cc(C)ccc2C)cc1 | 3% | ?
CCc1c(Nc2ccccc2C)nc(N)[nH]c1=O | 0% | 7%
COc1ccccc1NS(=O)(=O)c1cc(N=N/C(C(=O)Nc2ccc(Cl)cc2)=C(/C)O)ccc1C | 0% | ?
Cc1ccc(S(=O)(=O)Nc2ccc3c(c2)C(=O)N([C@H](C)CO)C[C@H](C)[C@@H](CN(C)Cc2ccccc2)O3)cc1 | -6% | 15%
CCC(=O)NCCCc1nc(-c2ccccc2)no1 | 5% | 5%
CC(C)N(C(=O)[C@H]1C[C@H](CC(=O)NCCC2=CCCCC2)C(=O)N2CCc3c([nH]c4cc(CCC(=O)N(C)C)ccc34)[C@]12C)C(C)C | -8% | ?
CC(=O)c1cccc(NC(=O)COC(=O)C2CCCN2C(=O)c2cccs2)c1 (stereo unspecified) | 8% | -15%
CC1=C(C(=O)OCC(Br)(Br)Br)C(c2cccc([N+](=O)[O-])c2)NC(=O)N1CCCC(=O)O (stereo unspecified) | 1% | 4%
CCCCCCCSc1ncnc2[nH]ncc12 | 8% | -2%
CC(=O)c1ccc(S(=O)(=O)N2CCC(C(=O)Nc3ncc(C)s3)CC2)cc1 | -2% | -22%
CON=C(C(=O)NC1C(=O)N2C(C(=O)O)=C(CSc3nc(=O)c(=O)[nH]n3C)CSC12)c1csc(N)n1 (stereo unspecified) | -23% | ?
Next section:
SMILES | Tb PYK inh | HCV inh
COc1cc(C(=O)OCC(=O)NC2CCCCC2)cc(OC)c1OC | -25% | 8%
Cc1ccccc1N=Nc1c(O)[nH]c2ccccc12 | -23% | 17%
NCc1ccccc1CS(=O)(=O)N1CCOCC1 | 3% | -3%
COCCNC(=O)c1ccc2c(c1)S(=O)(=O)c1ccccc1C2=O | 1% | 10%
O=c1c([N+](=O)[O-])cn(O)cc1[N+](=O)[O-] | -5% | 10%
Cc1noc(C)c1S(=O)(=O)N(C)C[C@H]1Oc2c(NC(=O)Nc3ccc4c(c3)OCO4)cccc2C(=O)N([C@H](C)CO)C[C@@H]1C | -7% | 7%
CCOC(=O)[C@@H]1[C@H]2COc3ccccc3[C@@H]2N2C(=O)N(c3ccc(C)cc3)C(=O)[C@@]12C | -2% | ?
COC(=O)C1=C(C)N(Cc2ccccc2)C(=NCCc2c[nH]c3ccccc23)N[C@H]1c1cccc(F)c1 | -11% | ?
COc1cc(OC)cc(-c2cc3ccccc3c(=O)o2)c1 | 3% | ?
CN(C(=O)COC(=O)COc1ccc(N(C)S(=O)(=O)c2ccc(Cl)cc2)cc1)c1ccccc1 | -4% | 27%
COC(=O)[C@]1(Cc2ccccc2)N[C@H](CN(C)C(=O)c2ccc(C)cc2)[C@@H]2C(=O)N(Cc3ccccc3)C(=O)[C@@H]21 | -1% | -5%[8.37 µM]
CC(=O)n1cc([C@@H]2C=C(C(=O)N3CCN(C)CC3)O[C@H](OCc3ccc(CO)cc3)C2)c2ccccc21 | -12% | 7%
COc1ccc(C2C3=C(CC(C)(C)CC3=O)Oc3ncn4nc(-c5ccccc5)nc4c32)cc1 (stereo unspecified) | 1% | -1%
O=C(C[C@@H]1C/C=C\C[C@@H](NC(=O)OCC2c3ccccc3-c3ccccc32)C(=O)OC[C@@H](Cc2ccccc2)NC1=O)NCCO | 1% | 2µM*
C=CCCC1CN(Cc2ccco2)S(=O)(=O)c2c(F)cccc2O1 (stereo unspecified) | -11% | 11%
Cc1cc(C)c(C=NNc2nc3c([nH]2)c(=O)n(C)c(=O)n3C)c(C)c1 | -1% | -8%
O=C(CNC(=O)c1ccc(Cl)cc1Cl)OCc1cn2cc(Br)ccc2n1 | -3% | 9%
Cc1cc(C(=O)COC(=O)c2ccc(F)cc2)c(C)n1C | 2% | -6%
O=S(=O)(Nc1ccc2ccccc2c1)N1CCCCC1 | 0% | -21%
C=CCOc1ccc(C=CC(=O)c2c(O)c(OC)c(OC)c(OC)c2OC)cc1 | -2% | ?
O=C(Cc1cccs1)N[C@@H]1c2ccccc2CC[C@@H]1OCc1ccccc1 | -1% | 6%
CC1CC2(C)C(CCC3C2CCC2(C)C(OP(=O)(N4CC4)N4CC4)CCC32)CC1=O (stereo unspecified) | -17% | ?
CC1CN(S(=O)(=O)c2cccc(C(=O)NCc3ccccn3)c2)CC(C)O1 (stereo unspecified) | 6% | 3%
Cc1ccc(S(=O)(=O)NCC(=O)NNC(=O)c2ccc(Br)cc2)cc1C | 2% | ?
c1ccc2nc3c(ccc4ccccc43)cc2c1 | -20% | ?

Ordered by length of the SMILES (smallest number first): some entries from above.
SMILES | Tb PYK inh | HCV inh
Cc1ccccc1N=Nc1c(O)[nH]c2ccccc12 | -23% | 17%
O=S(=O)(Nc1ccc2ccccc2c1)N1CCCCC1 | 0% | -21%
COc1cc(C(=O)OCC(=O)NC2CCCCC2)cc(OC)c1OC | -25% | 8%
CN(C(=O)COC(=O)COc1ccc(N(C)S(=O)(=O)c2ccc(Cl)cc2)cc1)c1ccccc1 | -4% | 27%

The listing continues.
SMILES | Tb PYK inh | HCV inh
COc1ccccc1C(=O)NC(=O)CSc1nnc2ccccn12 | -12% | 21%
COc1ccc(S(=O)(=O)N2CCOCC2)cc1NC(=O)c1ccc(S(=O)(=O)N2CCCCC2)cc1 | 6% | -3%
O=C(CN1C(=O)NC2(CCOc3ccccc32)C1=O)N1CCCCC1 (stereo unspecified) | 0% | 37%[activator]
O=C(COC(=O)c1ccc(O)cc1)Nc1ccc2c(c1)OCO2 | 0% | 5%
COc1ccc(N(C)S(=O)(=O)c2cccc(C(=O)N3CCN(c4cccc(C)c4C)CC3)c2)cc1 | -12% | ?
C[C@H](CO)N1C[C@H](C)[C@@H](CN(C)Cc2ccncc2)Oc2c(NS(=O)(=O)c3ccccc3)cccc2C1=O | -2% | 12%
O=C(Nc1cc(-c2ccccc2)nn1C1CCCCC1)c1ccc(Cl)cc1 | 1% | 2.5µM*
Cc1cccc(NC(=O)CSCC(=O)N(C)Cc2ccc3c(c2)OCCO3)c1 | 0% | -6%
Cc1c2c(cc3c1[nH]c1ccccc13)C=NCC2 | -4% | 10µM*
Cc1c(NC(=O)CC2CC(C)OC2=O)c(=O)n(-c2ccccc2)n1C (stereo unspecified) | 2% | 15%
CCN(c1ccccc1)S(=O)(=O)c1cc(C(=O)NCC(c2ccc(OC)cc2)N(C)C)ccc1C (stereo unspecified) | -5% | 10µM*
C[C@H](CO)N1C[C@H](C)[C@@H](CN(C)Cc2ccc3c(c2)OCO3)Oc2c(NS(C)(=O)=O)cccc2C1=O | -1% | -3%
CN1CCC(N(C)C(=O)c2cc(-c3ccc(F)cc3)nc3ccccc23)CC1 | -1% | ?
COc1ccccc1C(=O)Nc1ccccc1C(=O)Nc1ccccc1 | 3% | ?
CCOC(=O)c1c(NC(=O)COC(=O)Cc2n[nH]c(=O)c3ccccc23)sc(C(=O)NC)c1C | 4% | 4%
C[C@]12CCC3C(CC[C@H]4C[C@@H](O)CC[C@]34C)C1C[C@@H](O)[C@]2(C)O (stereo partly specified) | 2% | 2%
CCCCCCCCCCCCN1[C@@H](CC(=O)O)c2cc(C(F)(F)F)ccc2S1(=O)=O | 1% | -3%
C[C@@H]1COC(=O)[C@H](CC(=O)OC(C)(C)C)C/C=C\C[C@@H](CC(=O)NCCO)C(=O)N1 | 7% | 18%
Cc1ccc(S(=O)(=O)N2CC(=O)N3CCN(CCN)C3C2)cc1 (stereo unspecified) | 2% | 0%

Reformatted with each value named: part of the list above.
smiles: C[C@H](CO)N1C[C@H](C)[C@@H](CN(C)Cc2ccncc2)Oc2c(NS(=O)(=O)c3ccccc3)cccc2C1=O
  Tb PYK inh = -2% | HCV inh = 12%

smiles: COc1ccc(N(C)S(=O)(=O)c2cccc(C(=O)N3CCN(c4cccc(C)c4C)CC3)c2)cc1
  Tb PYK inh = -12% | HCV inh = ?

smiles: COc1ccc(S(=O)(=O)N2CCOCC2)cc1NC(=O)c1ccc(S(=O)(=O)N2CCCCC2)cc1
  Tb PYK inh = 6% | HCV inh = -3%

smiles: CCN(c1ccccc1)S(=O)(=O)c1cc(C(=O)NCC(c2ccc(OC)cc2)N(C)C)ccc1C (stereo unspecified)
  Tb PYK inh = -5% | HCV inh = 10µM*

Not all compounds are listed, so the mix of outcomes need not match the whole.
